Assay outcomes: PubChem, several laboratories
CRFBP-R2 block: CRF-BP/CRF-R2 complex antagonism; HEK293 CRF-R2/CRF-BP, CRF-induced calcium fluorescence; inhibition, % at 11.8 µM; 350,000 compounds, 0.59% hits; AID 588475;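 active means inhibition of the ligand-induced calcium signal above about 50% at the single tested concentration, limit read from the data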
SUMO HTRF inh: blocks human SUMOylation mediated by UBC9; P63279; HTRF SUMOylation assay, SAE1/SAE2 + UBC9, in vitro; inhibition, % at 35 µM; 290,000 compounds, 0.36% hits; AID 2006; in the data active means inhibition above about 50%, passing the limit was not always enough; further: strong numbers were not always called active
Target sequence (P63279 whole entry, looked up): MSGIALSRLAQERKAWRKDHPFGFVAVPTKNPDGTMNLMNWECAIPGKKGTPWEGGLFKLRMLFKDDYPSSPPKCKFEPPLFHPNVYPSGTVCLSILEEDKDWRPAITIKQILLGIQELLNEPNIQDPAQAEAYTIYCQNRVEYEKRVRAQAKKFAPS
MEKK2 mut-MEK5: signal of MEK5 binding to mutant human MEKK2 PB1 domain | bead flow cytometry, Alexa488-MEK5 binding to MEKK2 mutant | percent response, % at 10 µM | 290,000 compounds, 0.35% hits | AID 1530; in the data active means percent response above about 24%, passing the limit was not always enough; further: inactives centre near 1; some results filed as inactive read as strong as hits
FID counter: fluorescent intercalator displacement, NS3 helicase counter-screen; 290,000 compounds, 0.17% hits; DNA fluorescent intercalator displacement, fluorescence; AID 1845; inhibition, % at 7.9 µM; in the data active means inhibition above about 37%;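 further: 0% = vehicle and 100% = reference compound; higher means more ethidium bromide displaced from hairpin DNA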
MEKK2wt PB1 HTS: raises or lowers MEK5 binding to wildtype human MEKK2 PB1 domain; AID 1531; Q9Y2U5; bead flow cytometry, Alexa488-MEK5 binding to MEKK2 WT; actives lie on both sides; binding response (% of control), % at 10 µM; 290,000 compounds, 1.1% hits; in the data active means binding response below about 67% or above about 130%
CRFR2-BP ag: agonists of human CRF-binding protein/CRF-R2 receptor complex | activation, % at 13.2 µM | HEK293 CRF-R2/CRF-BP, calcium dye fluorescence (FLIPR); percent of saturating CRF peptide response | 350,000 compounds, 0.46% hits;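 active means activation of at least 50%, plus an integration ratio under a set limit after plate pattern correction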;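 further: plate controls were neutral control wells without compound for no effect and CRF at EC100 for full effect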
HCV NS3 hel inh: HCV NS3 helicase inhibition; 290,000 compounds, 0.56% hits; AID 1800; NS3 helicase DNA unwinding, Cy5 molecular beacon fluorescence; inhibition, % at 10.9 µM;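 active means inhibition above the mean of all tested compounds plus 3 SD, set per campaign, cut at about 35% in these data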;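 further: 0% = DMSO wells and 100% = thioflavine S control wells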
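System: NS3 helicase fragment of HCV / Schedule: 1 h at 25 °C / Control set: DMSO alone as 0% and 110 µM thioflavine S as 100% / Reagent: Cy5/quencher beacon DNA duplex and ATP to start / Technique: Cy5 fluorescence / Replication: singlicate / Evaluation: % inhibition of end-to-start signal ratio versus controls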
GalR3 antagonist: human GalR3 antagonism; HEK293 GalR3-CNG cAMP membrane potential fluorescence; galR3 body fused to GalR1 C-terminus; 360,000 compounds, 0.44% hits; O60755; inhibition, % at 3 µM; AID 651719;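 active means inhibition above the screen-wide average plus 3 SD, cut at about 13% in these data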;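 further: forskolin and galanin both at EC90 stimulate the cells; cAMP rise reported by CNG channel membrane potential dye signal; 0% = forskolin plus galanin with DMSO and 100% = forskolin alone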
Target sequence (O60755 1-299 limits assumed): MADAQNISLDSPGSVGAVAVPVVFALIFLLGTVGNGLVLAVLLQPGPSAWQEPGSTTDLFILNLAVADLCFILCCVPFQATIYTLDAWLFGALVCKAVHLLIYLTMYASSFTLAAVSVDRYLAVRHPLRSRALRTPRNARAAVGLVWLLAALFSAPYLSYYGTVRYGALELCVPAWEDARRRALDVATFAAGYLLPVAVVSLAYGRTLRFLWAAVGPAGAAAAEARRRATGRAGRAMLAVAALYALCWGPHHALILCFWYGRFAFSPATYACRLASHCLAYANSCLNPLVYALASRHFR
MEKK3 PB1 HTS: MEKK3-MEK5 PB1 interaction, increase or decrease. AID 1529. binding response (% of control), % at 10 µM. Q99759. bead-based flow cytometry, Alexa488-MEK5 binding to MEKK3; actives lie on both sides; 0 = blocked by unlabeled MEK5, 100 = vehicle. 290,000 compounds, 1.4% hits;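 active means binding response more than 3 SD above or below the average of its plate-row segment, actives on both sides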;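 further: Alexa488 bead fluorescence after subtracting the streptavidin-only scavenger bead signal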
Target sequence (Q99759 whole entry, looked up): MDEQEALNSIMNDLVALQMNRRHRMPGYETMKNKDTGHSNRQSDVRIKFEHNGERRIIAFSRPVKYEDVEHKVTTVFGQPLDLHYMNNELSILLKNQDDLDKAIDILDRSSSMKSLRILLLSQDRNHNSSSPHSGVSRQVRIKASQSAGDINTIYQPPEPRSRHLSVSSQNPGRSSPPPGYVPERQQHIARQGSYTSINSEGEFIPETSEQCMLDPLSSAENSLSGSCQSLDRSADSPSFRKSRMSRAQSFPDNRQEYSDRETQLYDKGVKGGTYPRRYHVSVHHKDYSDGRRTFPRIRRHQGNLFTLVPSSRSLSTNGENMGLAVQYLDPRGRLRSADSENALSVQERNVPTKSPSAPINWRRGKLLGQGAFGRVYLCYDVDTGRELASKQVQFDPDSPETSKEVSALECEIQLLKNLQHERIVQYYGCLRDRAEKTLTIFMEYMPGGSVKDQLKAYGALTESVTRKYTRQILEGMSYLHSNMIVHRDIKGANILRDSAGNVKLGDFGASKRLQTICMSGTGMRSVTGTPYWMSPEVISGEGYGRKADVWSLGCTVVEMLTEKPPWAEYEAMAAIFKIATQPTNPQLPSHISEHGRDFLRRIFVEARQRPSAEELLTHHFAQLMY
Numbers without * were called inactive; . = not tested or not shown; [ ] = dose if it differs, or a comment. This is a subset, so the mix of outcomes need not match the whole.

1) N#CCN1CCN(CC(=O)Nc2cccc3ccccc23)CC1
2) CN(C(=O)c1ccccc1F)C(c1ccccc1)c1ccccc1
3) Cc1nc2ccc(C(=O)OCc3nnc(-c4ccccc4)o3)cc2nc1C
4) Cc1[nH]c(=S)c(C#N)c(C)c1C(=O)Nc1ccccc1
5) Cc1ccc(C2=N/C(=C\c3cccs3)C(=O)N2Nc2ccccc2)cc1
6) Cc1ccc(N(CC(=O)Nc2ccc(Br)c(C)c2)S(=O)(=O)c2c(C)[nH]c(=O)[nH]c2=O)cc1
7) CNc1cnn(-c2ccc(C)cc2)c(=O)c1Cl
8) COc1ccccc1OCCn1cc(/C=N/NC(N)=S)c2ccccc21
assay / compound,1,2,3,4,5,6,7,8
CRFBP-R2 block,-25,-4,29,10,-18,-2,-12,-19
SUMO HTRF inh,-1,13,2,21,-36,.,-1,9
MEKK2 mut-MEK5,-4,-2,1,-3,-31,-12,10,-8
FID counter,-5,-38,-24,1,3,-33,-10,-18
MEKK2wt PB1 HTS,96,99,102,99,57,95,105,93
CRFR2-BP ag,-0.4,3.4,-15,-1.1,3.4,-0.9,2.2,0.1
HCV NS3 hel inh,-6,-8,-5,6,-5,-16,5,-6
GalR3 antagonist,2,-12,-2,0,1,-8,-5,5
MEKK3 PB1 HTS,100,100,102,100,95,94,106,98

Reprinted, entries 1 to 8
1) N#CCN1CCN(CC(=O)Nc2cccc3ccccc23)CC1
2) CN(C(=O)c1ccccc1F)C(c1ccccc1)c1ccccc1
3) Cc1nc2ccc(C(=O)OCc3nnc(-c4ccccc4)o3)cc2nc1C
4) Cc1[nH]c(=S)c(C#N)c(C)c1C(=O)Nc1ccccc1
5) Cc1ccc(C2=N/C(=C\c3cccs3)C(=O)N2Nc2ccccc2)cc1
6) Cc1ccc(N(CC(=O)Nc2ccc(Br)c(C)c2)S(=O)(=O)c2c(C)[nH]c(=O)[nH]c2=O)cc1
7) CNc1cnn(-c2ccc(C)cc2)c(=O)c1Cl
8) COc1ccccc1OCCn1cc(/C=N/NC(N)=S)c2ccccc21
assay / compound,1,2,3,4,5,6,7,8
CRFBP-R2 block,-25,-4,29,10,-18,-2,-12,-19
SUMO HTRF inh,-1,13,2,21,-36,.,-1,9
MEKK2 mut-MEK5,-4,-2,1,-3,-31,-12,10,-8
FID counter,-5,-38,-24,1,3,-33,-10,-18
MEKK2wt PB1 HTS,96,99,102,99,57,95,105,93
CRFR2-BP ag,-0.4,3.4,-15,-1.1,3.4,-0.9,2.2,0.1
HCV NS3 hel inh,-6,-8,-5,6,-5,-16,5,-6
GalR3 antagonist,2,-12,-2,0,1,-8,-5,5
MEKK3 PB1 HTS,100,100,102,100,95,94,106,98

(more compounds)
9) O=C(Cc1cccs1)N/N=C/c1ccc(OCc2ccccc2)cc1
10) Cc1nn(CC(=O)Nc2ccc3c(c2)nc(CN2CCCC2)n3C)c(=O)c2ccccc12
11) COc1ccc(/C=C(/NC(=O)c2ccc(C)cc2)C(=O)NCc2ccncc2)cc1
12) NC(=O)CC[C@@H]1NC(=O)[C@H](CO)NC(=O)c2cc([N+](=O)[O-])cc(I)c2OCC[C@@H](C(N)=O)NC1=O
13) Cc1cc(C)c(COc2ccc(/C=N/n3c(C)n[nH]c3=S)cc2)c(C)c1
14) C=CCn1c(SCc2csc(C)n2)nc2scc(-c3ccc(C)o3)c2c1=O
15) c1ccc(-c2cnnc(-c3ccccn3)n2)cc1
16) Cc1nc2ccc(C(=O)O)cc2c2c1CC(C)S2 (stereo unspecified)
assay / compound,9,10,11,12,13,14,15,16
CRFBP-R2 block,-50,-11,-4,0,-84,0,5,-1
SUMO HTRF inh,-8,15,.,-17,-28,3,.,29
MEKK2 mut-MEK5,0,2,2,-4,-2,5,1,18
FID counter,-16,4,-16,-12,-20,0,.,-8
MEKK2wt PB1 HTS,100,103,98,93,82,101,102,107
CRFR2-BP ag,-2.6,0.1,1.9,-0.7,-0.1,0.2,-0.9,2.0
HCV NS3 hel inh,-19,0,6,5,-5,1,.,11
GalR3 antagonist,-4,0,-5,3,-5,-4,-5,2
MEKK3 PB1 HTS,129*,102,101,93,72*[inhibitor],101,97,108

17) CCOc1cc(/C=N/NC(=O)c2ccccn2)ccc1OC(=O)c1cccs1
18) O=S(=O)(c1cnc[nH]1)N1CCCCCC1
19) Cc1ccc(Nc2cc(C(=O)NCCCN3CCOCC3)c3ccccc3n2)c(C)c1
20) O=C(Nc1ccccc1)OCCOc1ccccc1
21) O=C(c1cccc(Cl)c1)C1CCCN(C(=O)c2ccoc2)C1 (stereo unspecified)
22) COC(=O)NCc1ccc(Cl)c(Cl)c1
23) CC(C)NC(=O)N1CCCN(c2nc3ccc(Cl)cc3s2)CC1
24) CCN1C(=O)c2cccc3c(S(=O)(=O)Nc4nc(C)cs4)ccc1c23
assay / compound,17,18,19,20,21,22,23,24
CRFBP-R2 block,-6,-16,2,11,-2,-6,1,15
SUMO HTRF inh,-1,1,10,3,-10,8,10,15
MEKK2 mut-MEK5,5,10,2,-1,2,2,1,6
FID counter,-51,5,13,0,-11,2,-23,-16
MEKK2wt PB1 HTS,103,107,112,103,98,103,99,107
CRFR2-BP ag,0.2,3.3,-1.4,0.6,0.7,-1.7,0.1,-2.0
HCV NS3 hel inh,-8,-9,-31,-3,1,0,-1,-8
GalR3 antagonist,1,1,-6,-4,1,-2,20*,.
MEKK3 PB1 HTS,101,104,100,99,100,104,96,108

25) COc1ccc(/C(O)=C2/C(=O)C(=O)N(CCCN3CCOCC3)C2c2ccc(C(C)C)cc2)cc1 (stereo unspecified)
26) Fc1cccc(F)c1/C=N/N1CCOCC1
27) Cc1cc(NC(=O)CS(=O)CC(=O)Nc2c(C)cccc2C)ccc1-n1cnnn1 (stereo unspecified)
28) CCN(CC)S(=O)(=O)c1ccc(NC(=O)CSc2cccc[n+]2[O-])cc1
29) Cc1ccccc1NS(=O)(=O)c1nnc(NC(=O)c2ccccc2F)s1
30) O=C(CNCc1cccc2ccccc12)Nc1ccccc1[N+](=O)[O-]
31) CCOc1ccc(NC(=S)NC2CC3CCC(C2)N3Cc2ccco2)cc1 (stereo unspecified)
32) CN1CCN(/N=C/c2nc(-c3ccccc3Cl)n3ccccc23)CC1
assay / compound,25,26,27,28,29,30,31,32
CRFBP-R2 block,-1,1,3,-3,6,-14,-1,-4
SUMO HTRF inh,-2,3,5,19,9,0,-1,-6
MEKK2 mut-MEK5,4,-1,1,-2,1,-1,3,-5
FID counter,-40,4,-5,-3,-16,-9,13,0
MEKK2wt PB1 HTS,111,98,99,97,94,99,107,90
CRFR2-BP ag,-1.5,1.4,-0.3,3.2,-3.1,-0.3,-1.1,-1.7
HCV NS3 hel inh,11,-7,6,0,3,-18,-7,-10
GalR3 antagonist,-10,-3,-9,.,.,-1,-2,-6
MEKK3 PB1 HTS,108,101,99,99,99,101,103,97

Values by screen from the entries so far:
Entries 6–11 in MEKK2wt PB1 HTS, in turn: 95, 105, 93, 100, 103, 98
Entries 6–11 in MEKK3 PB1 HTS, in turn: 94, 106, 98, 129*, 102, 101

Next compounds.
33) O=C(O)Cc1ccc(NS(=O)(=O)c2ccccc2Br)cc1
34) COc1cc2c(cc1OC)C(C)N(C(=O)c1cc3c(=O)oc4ccc(C)cc4c3s1)CC2 (stereo unspecified)
35) CC1(C)Cc2c(cnn2-c2ccc(F)cc2)C(NC(=O)CCc2ccncc2)C1 (stereo unspecified)
36) CC(C)CC(=O)NC(=S)Nc1ccc(CN2CCOCC2)cc1
37) COc1ccc(NS(=O)(=O)c2ccc(-n3nnc4ccccc43)c([N+](=O)[O-])c2)cc1
38) COc1cccc(NC(=O)CCc2nc(-c3ccccc3F)no2)c1
39) O=S(=O)(NCc1ccccc1F)NCc1ccccc1F
40) COc1cccc(CNS(=O)(=O)c2ccc(S(=O)(=O)NC3CC3)cc2)c1
assay / compound,33,34,35,36,37,38,39,40
CRFBP-R2 block,-2,4,4,3,-52,5,15,-2
SUMO HTRF inh,22,11,0,6,-5,8,7,6
MEKK2 mut-MEK5,1,-3,-1,-5,3,2,-9,2
FID counter,-7,-9,-18,-4,2,-4,-8,-6
MEKK2wt PB1 HTS,103,95,95,91,97,99,91,104
CRFR2-BP ag,0.3,2.3,-0.1,0.2,45,-0.3,2.5,1.1
HCV NS3 hel inh,25,6,-6,2,-9,-7,6,4
GalR3 antagonist,5,5,-6,-1,-4,-6,-2,-9
MEKK3 PB1 HTS,107,109,100,90,100,101,94,101

41) O=C1CCC(=O)N1CNc1ccccn1
42) Nc1ccc(C2(c3ccc(N)cc3)C(=O)Nc3ccccc32)cc1
43) Cc1cccc(NS(=O)(=O)c2cc(OCC(N)=O)c(C)cc2Cl)c1
44) CC1CCCCC1NC(=O)C1CCN(S(=O)(=O)c2ccc(-n3cnnn3)cc2)CC1 (stereo unspecified)
45) COc1cccc(/C=C/C(=O)OCC(=O)c2cc(C)n(CC3CCCO3)c2C)c1OC (stereo unspecified)
46) CCC(Oc1ccc(C)c(C)c1)C(=O)O (stereo unspecified)
47) CCn1c(SCc2nc3ccccc3[nH]2)nnc1-c1ccncc1
48) CC(C)NC(=O)N1CCC(c2nc3ccccc3s2)CC1
assay / compound,41,42,43,44,45,46,47,48
CRFBP-R2 block,-2,6,-14,12,18,4,-3,0
SUMO HTRF inh,20,4,8,7,-3,12,8,9
MEKK2 mut-MEK5,-1,-8,9,4,11,1,.,7
FID counter,1,-5,-8,-1,-5,5,-8,-17
MEKK2wt PB1 HTS,96,82,107,101,116,100,.,103
CRFR2-BP ag,3.3,0.5,-1.5,1.3,-0.5,-0.6,5.5,0.0
HCV NS3 hel inh,20,-4,-7,5,3,-3,-3,7
GalR3 antagonist,2,0,-8,-5,-3,-2,-3,-4
MEKK3 PB1 HTS,93,83,115,99,107,103,.,106

49) CCS(=O)(=O)c1nc(S(=O)(=O)c2ccc(Cl)cc2)c(NCCOC)s1
50) COc1ccc2[nH]c3c(c2c1)CCNC3(C)CCc1ccc(Cl)nc1 (stereo unspecified)
51) CCN1C/C(=N\S(=O)(=O)/N=C2\CN(CC)C(=O)N2CC)N(CC)C1=O
52) COc1ccc(C2=CC(=O)OC(C)(c3ccccc3)O2)cc1 (stereo unspecified)
53) CC(C)CC(=O)c1c[nH]c(C(=O)NCc2ccccc2)c1
54) CC1CCC2(CC1)C(Nc1cccc(Cl)c1)=NC(=S)N2CC#N (stereo unspecified)
55) COc1cc(NC(=O)C/C(C)=N/NC(=O)Cc2ccccc2)c(OC)cc1Cl
56) CC1CCC(NC(=O)c2ccc(S(C)(=O)=O)cc2)CC1 (stereo unspecified)
57) c1ccc(CSc2nnc(-c3sccc3-n3cccc3)o2)cc1
58) Cc1ccc(NC(=O)CN2CCc3ccccc3C2)cc1S(=O)(=O)N(C)C
assay / compound,49,50,51,52,53,54,55,56,57,58
CRFBP-R2 block,2,8,-2,12,13,-11,1,-4,0,1
SUMO HTRF inh,-2,-12,9,10,4,-5,-5,-9,14,11
MEKK2 mut-MEK5,4,10,6,-2,10,3,2,-1,3,-1
FID counter,-3,15,-12,-8,-5,-26,-12,-1,-12,-5
MEKK2wt PB1 HTS,99,119,108,100,105,103,103,94,100,103
CRFR2-BP ag,-0.8,0.8,-0.5,-3.7,-2.8,0.1,-4.4,-2.7,0.2,0.3
HCV NS3 hel inh,-1,-35,-4,-1,-10,0,12,-10,4,-6
GalR3 antagonist,-11,-11,9,-3,-11,-9,3,-6,5,-2
MEKK3 PB1 HTS,97,103,104,99,105,111,102,104,101,98
